hcGAS lum: Primary biochemical luminescence assay for human cyclic GMP-AMP synthase inhibitors; Q8N884; recombinant h-cGAS, ATP depletion, Kinase-Glo luminescence; inhibition, % at 12.5 µM; actives 0.081% (n = 290,000); AID 1259398, 2018; in the data active = inhibition above about 40%;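 note: 0% = vehicle reaction and 100% = reaction without DNA for no activity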
Target sequence (Q8N884 whole entry, looked up): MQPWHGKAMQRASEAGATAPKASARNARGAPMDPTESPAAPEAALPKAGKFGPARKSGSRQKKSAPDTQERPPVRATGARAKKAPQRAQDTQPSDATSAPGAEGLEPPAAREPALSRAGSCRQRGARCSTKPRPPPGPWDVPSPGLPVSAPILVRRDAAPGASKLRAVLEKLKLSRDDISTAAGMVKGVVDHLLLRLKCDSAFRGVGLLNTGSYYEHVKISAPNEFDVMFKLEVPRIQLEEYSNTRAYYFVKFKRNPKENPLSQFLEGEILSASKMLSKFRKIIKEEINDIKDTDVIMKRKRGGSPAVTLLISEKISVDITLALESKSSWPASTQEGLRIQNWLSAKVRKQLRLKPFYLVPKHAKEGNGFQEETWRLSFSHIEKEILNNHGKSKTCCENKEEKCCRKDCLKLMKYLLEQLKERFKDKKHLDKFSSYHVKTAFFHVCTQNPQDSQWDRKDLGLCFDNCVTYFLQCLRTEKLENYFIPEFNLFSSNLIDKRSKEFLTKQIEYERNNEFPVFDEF
* = called active by the depositor. These rows are one share of the data; count on the stated rates, not on these rows.

SMILES,hcGAS lum
CC(=O)Nc1ccc2nc(CN(C)Cc3snnc3C)ccc2c1,0
Cc1nn(C2CCS(=O)(=O)C2)c(C)c1CN(C)C(=O)c1cc2c(s1)CCCC2 (stereo unspecified),-1
O=C(CCC(=O)NC(c1cccnc1)C(F)(F)F)NC1CCCC1 (stereo unspecified),-1
CC(C)c1ccc(CCCC(=O)N2CCC3(CC2)CN(C)CCN3C)cc1,-5
O=C(NCC(c1ccco1)N1CCCCC1)C1CC2CCCC(C1)C21SCCS1 (stereo unspecified),-16
NC(=O)c1ccc(N2CCCC2Cc2ccccc2Cl)nn1 (stereo unspecified),0
CC(=O)Nc1ccc(S(=O)(=O)Nc2onc(C)c2C)cc1,-2
Cc1cc(=O)[nH]c(CN2CCN(c3ccccc3F)CC2)n1,-10
CC(=O)Nc1ncc(S(=O)(=O)N2CCC(N3CCCC3=O)CC2)s1,-9
CS(=O)(=O)N1CCC(Oc2ccccc2C(=O)N2CCC[C@H]2CO)CC1,1
CCn1cc(-c2c(-c3ccccc3)ncn2CC(C)Oc2cccnc2)cn1 (stereo unspecified),-9
COc1ccc(NC(=O)C(C)Oc2ccc(F)c3c2C(=O)CC3C)cc1OC (stereo unspecified),-8
CN(CCOC12CC3CC(CC(C3)C1)C2)C(=O)c1ccc2c(c1)C(=O)c1ccccc1C2=O,4
CC(C)Cc1cc(C(=O)N2CCC(N3CCC(C(=O)NC4CC4)CC3)CC2)n[nH]1,-8
CC1(CNC(=O)c2nnn(-c3ccccc3)c2C2CC2)CCOC1 (stereo unspecified),-9
c1ccc(COC2CCCN(c3nc4nonc4nc3N3CCSCC3)C2)nc1 (stereo unspecified),-7
O=C(CCc1nc2ccccc2[nH]1)NC(c1ccc(Cl)cc1)C1CC1 (stereo unspecified),-9
COc1ccccc1N=C1SC(C)C(=O)N1S(=O)(=O)c1ccccc1C (stereo unspecified),-7
Cc1nnc(CNC(=O)Nc2cc(Cl)cc(Cl)c2)n1C,-6
O=C(CC1C(=O)NCCN1Cc1cccc(F)c1F)NCc1ccccc1-n1cncn1 (stereo unspecified),-4
COc1cccc(CC2(CO)CCCN(Cc3cc(CC(C)C)n[nH]3)C2)c1 (stereo unspecified),-4
Cc1c(C(C)NC(=O)c2csc3c2CCCC3)cnn1-c1ccccn1 (stereo unspecified),-3
CN(C)CCCNc1c(SCc2ccccc2)cnn(Cc2ccccc2)c1=O,-2
Cc1ccc(NC(C)(C)C(=O)N[C@@H]2CC[C@@H](N)C2)cc1,-6
CC(=O)c1cc(C2CC(=O)Nc3c2c(C)nn3Cc2ccccc2)cs1 (stereo unspecified),0
C=CCN1CC(C(=O)NCc2ccc(S(=O)(=O)N(C)C)cc2)CC1=O (stereo unspecified),-6
Cc1cccc(CCNC(=O)CC2C(=O)NCCN2CCCc2ccccc2)n1 (stereo unspecified),-2
COCC1(NC(=O)Nc2nc(C)ns2)CCCC1,-3
O=C(NC(n1cnc2ccccc21)C(Cl)(Cl)Cl)c1ccccc1 (stereo unspecified),-11
N#Cc1ccc(N2CCOC2=O)cc1,-8
O=C1c2ccccc2NC(C2=Cc3ccccc3OC2)N1Cc1ccco1 (stereo unspecified),-12
CCCc1nc(CNC(=O)Cc2cc(C)no2)cs1,-10
CCOc1ccccc1NC(=O)COC(=O)C1CC(=O)N(c2cccc(C)c2C)C1 (stereo unspecified),-6
CN(Cc1ccccc1)C(=O)CCC1CCN(C(=O)CCC(F)(F)F)CC1,7
CN(CCCn1cccn1)Cc1ccc2cccc(O)c2n1,2
CC(=O)Nc1c(C)ccc(NC(=O)c2cnc(C3CC3)s2)c1C,-7
CC1(CCc2ccccc2)CCN(c2cn[nH]c(=O)c2Cl)C1 (stereo unspecified),-6
C=CCN(Cc1ccc(F)cc1)Cc1nccn1C,-6
Cc1ccc(C(C)CCN2CCC(N3CCC(C(=O)NC4CC4)CC3)CC2)o1 (stereo unspecified),-6
O=C(CCc1c[nH]c2ccccc12)Nc1ccc2c(c1)CN(Cc1nccs1)CC2,-6
Cc1cc(N(C)Cc2ncc[nH]2)nc(-c2cccnc2)n1,2
COc1ccc2nc(CNC(C)CC(C)(C)OC)[nH]c2c1 (stereo unspecified),-1
c1ccc(-n2cnnc2)c(OCc2nc(CC3CC3)no2)c1,-6
Cc1c(NC(=O)CCN2CCCS2(=O)=O)sc2c1CCCC2,-7
CC1CCN(Cc2nnnn2CC(=O)N(C)CCCN2CCOCC2)CC1,4
Cc1ccc(NC(=O)CN2CCN(Cc3cccs3)CC2)c(C)c1,-4
Cc1ccc(NC(=O)C(=O)N(C)Cc2nc(C3CC3)no2)c(C)c1,-3
CCSc1nc(CC(=O)N2CCCCC2C(=O)O)cs1 (stereo unspecified),-7
N#Cc1ccc(Cl)cc1N=Cc1ccco1,-6
OCc1ccc(CN(Cc2ccncc2)Cc2ccc(F)cc2)o1,-2

Continued:
SMILES,hcGAS lum
OCCNc1ncnc2ccc(-c3cccc4c3CCNC4)cc12,-4
Cc1cc(C)c2cc(C(=O)N3CCC(OCCN(C)C)CC3)[nH]c2c1,-6
COc1cccc(CC2(CO)CCN(S(=O)(=O)c3ccc(OC)cc3OC)CC2)c1,-3
O=C(NCCC1=CSC2=NCCCN12)c1cc(C2CC2)[nH]n1,-4
Cc1nc(C(=O)N(C)Cc2snnc2C)cs1,-3
OC12CC3CC(C1)CC(NCC1CCCCC1)(C3)C2,0
CC(C)NC(=O)[C@@H]1C[C@@H](N)CN1Cc1nc(-c2ccccc2)cs1,-3
CN1c2ccccc2C(C)(C)C12CC(c1ccccc1)=NO2 (stereo unspecified),8
Cc1noc(C)c1S(=O)(=O)N1CCc2ccc(NC(=O)C3CCCO3)cc2C1 (stereo unspecified),3
Cc1ccc(C2(O)CCN(c3ncccn3)CC2)nc1,-2
CCN1C/C(=C/c2ccc(O)cc2)C(=O)/C(=C/c2ccc(O)cc2)C1,-10
COc1cccc2c1OCCCN(C(=O)c1ccc(=O)[nH]c1)C2,-8
COc1ccccc1NC(=O)c1ccc2c(c1)NC(=O)CS2,-6
Cc1nnc(CN(C)C(=O)CC(c2ccccc2)c2ccco2)o1 (stereo unspecified),0
O=C(Nc1cccc(-n2cccn2)c1)C1CCCN(Cc2ccc(C#CCCO)cc2)C1 (stereo unspecified),-5
Cc1cccc(NC(=O)CCC2CCN(C(=O)CCc3scnc3C)CC2)c1,-4
CCn1cc(-c2c(-c3ccccc3)ncn2CCNc2cccnc2)c(C)n1,1
CC(ON=C1CCN(C(=O)Nc2ccccc2)CC1)C(=O)NCC(F)(F)F (stereo unspecified),-10
Cc1nc(-c2c[nH]c(C(=O)NC3CCC4CCCC4C3)c2)cs1 (stereo unspecified),-1
CC(C)NC(=O)N1CCC(n2nccc2NC(=O)Nc2cccc(F)c2)CC1,-5
CN(Cc1cc(-c2ccccc2)on1)Cc1ncccc1C(=O)O,-7
Cc1cccc(-n2cc(CN(C)C(C)C(=O)N(C)C)cn2)c1 (stereo unspecified),-8
Cc1cccc(-n2cc(CN(C)CC3(CO)CC3)cn2)c1,-11
CC(=O)Nc1ccc(CN(C)Cc2ncc[nH]2)cc1,-5
Cc1ccc(-c2nnc(CCC(=O)n3ccc(C)cc3=NC3CCCCC3)o2)cc1,-11
O=C(Cn1c(=O)ccn(Cc2ccccc2)c1=O)Nc1ccccc1F,-10
CCCc1cc(C(=O)N2CCN(C)C3(CCN(C)CC3)C2)cs1,-7
COc1cccc(CC2(CO)CCN(C(=O)C#Cc3ccccc3)CC2)c1,-8
CCn1c(CCNc2ccccc2)n[nH]c1=O,0
O=C1OC2(c3ccc(O)cc3Oc3cc(O)ccc32)c2ccccc21,-4
C=CCn1c(SCC(=O)NC(=O)NC)nc2onc(C)c2c1=N,-3
COC(=O)c1ccc(-c2ccc(Cl)cc2)nc1C,-6
O=C(NCC1(Cn2cccn2)CC1)c1ccccc1N1CCOCC1,-3
CCO[C@H]1COC[C@@H]1NC(=O)c1cc(-c2ccccc2Cl)oc1C,-3
O=C(CN1CCCS(=O)c2ccccc21)Nc1ccccc1 (stereo unspecified),-2
CCC1CN(C)c2ccccc2CN1C(=O)Nc1ccccc1OC (stereo unspecified),-4
CN(Cc1ccccc1)C(=O)c1nc2ccccn2c1CNCCN1CCOCC1,7
COc1cccc(NC(=O)CCC2CCN(Cc3ccc(F)c(OC)c3)CC2)c1,-6
CCN(C(=O)c1cccc(NC(=O)CSc2nncn2C)c1)c1ccccc1,-5
Cc1c(C)n(C)c2ccc(C(=O)O)cc12,-3
Cc1cnc(CN(C)C(=O)CC(=O)Nc2cc(Cl)ccc2C)[nH]1,7
N#Cc1c(O)c(C=C2C=CC(=O)C=C2)n2ccccc12,-5
Cc1cccc(-n2cc(CN(C)Cc3c(C)noc3C)cn2)c1,-3
Cc1cccc(CNC(=O)N2[C@H]3CCNC[C@@H]2CC3)c1,-2
CCOC(=O)C1=C2N3CCCCCC3=NN2C(=O)NC1(c1ccccc1)C(F)(F)F (stereo unspecified),-9
COC(=O)C1CCN(CC(O)COc2ccc(CN(C)Cc3nccn3C)cc2)CC1 (stereo unspecified),-9
Cc1cc2c(cc1O)NC(=O)CC2c1ccccc1OCCCn1ccnc1 (stereo unspecified),-5
O=C1C[C@H]2CC[C@@H](CN1)N2Cc1cccc2nsnc12,-3
COc1ncccc1-c1[nH]cnc1-c1ccccc1,-1
Cc1ccc(C2(O)CCN(Cc3cc(=O)n4ccc(C)cc4n3)CC2)nc1,-3

Carrying on:
SMILES,hcGAS lum
Cc1ccc2nc(CN(C)Cc3c(C)n(C)n(-c4ccccc4)c3=O)[nH]c2c1,-7
Cc1cc(C)n(C(C)C(=O)N2CCC(CCC(=O)Nc3ccccc3)CC2)n1 (stereo unspecified),0
Cc1nn(C)c(C)c1CN(Cc1ccccc1)C1CC1,-5
CN(C)c1nc(Cl)c(CN2CCCC(OCc3cccnc3)C2)s1 (stereo unspecified),-4
CC(C)c1cc(CN(C)C(=O)c2ccc(NC(=O)C3CCC3)cc2)no1,-3
Cc1ncc(CN2CCC(CO)(Cc3ccccc3)CC2)s1,-4
N#Cc1ccc(/C=C/S(=O)(=O)c2ccc(Cl)cc2)cc1,-1
C[P+](c1ccc2c(c1)OCCO2)(N1CCOCC1)N1CCOCC1,-10
Cc1cc(C2CCC2)nc(N2CCC3(CCN(C)CC3)C2)n1,-4
Cc1ccccc1C(=O)NCCC(=O)Nc1ccc2ccccc2n1,-12
Cc1ccc(C)c(OCCN(C)C(=O)C2CCCNCC2)c1C (stereo unspecified),-4
CC(NC(=O)CSc1n[nH]c(N)n1)C1CC2CCC1C2 (stereo unspecified),-4
Cc1c(C(C)NC(=O)Cc2ccc(F)cc2)cnn1-c1ccccn1 (stereo unspecified),-4
CC(=O)c1cccc(CN2CCC(C(=O)Nc3ccc(-n4nc(C)cc4C)cc3)CC2)c1,-2
Cc1cc(C(=O)NN2C(=O)NC3(CCC(C)CC3)C2=O)c2c(C)nn(C)c2n1 (stereo unspecified),-7
CN1CCC2(CCCN(C(=O)c3ccc4nc[nH]c4c3)CC2)CC1,-8
C[C@]12C=CC(=O)C=C1CCC1C2[C@@H](O)C[C@@]2(C)C1CC[C@]2(O)C(=O)COC(=O)CCC(=O)O (stereo partly specified),-4
Cc1cccc(NC(=O)CCC2CCN(C(=O)CCCN3CCCC3=O)CC2)c1,-4
O=C(Nc1ccc(I)cc1)C1(S(=O)(=O)c2ccc(Cl)cc2)CC1,-1
COC(=O)c1ccc(-c2c(Cl)nc(N3CCc4ccccc4C3)c(=O)n2-c2ccccc2)cc1,-4
Cc1ncsc1CCN(C)CC(=O)O,0
Cn1nc(C(=O)Nc2nc(-c3cccc(F)c3)cs2)ccc1=O,-6
Cc1ccc2ncn(CC(=O)NC3CCCc4ccccc43)c(=O)c2c1 (stereo unspecified),-7
CC(SC1CCCC1)C(=O)NC(C)(C#N)C(C)C (stereo unspecified),-10
CC(N)c1nc(-c2ccc(Br)cc2)no1 (stereo unspecified),0

Pulled one by one from the entries so far, 2 records:
SMILES,hcGAS lum
Cc1cccc(NC(=O)CCC2CCN(C(=O)CCCN3CCCC3=O)CC2)c1,-4
Cc1cc(C)n(C(C)C(=O)N2CCC(CCC(=O)Nc3ccccc3)CC2)n1 (stereo unspecified),0

Compounds from the list above that have an aryl thioether with sulfur outside any ring:
SMILES,hcGAS lum
CN(C)CCCNc1c(SCc2ccccc2)cnn(Cc2ccccc2)c1=O,-2
CCSc1nc(CC(=O)N2CCCCC2C(=O)O)cs1 (stereo unspecified),-7
C=CCn1c(SCC(=O)NC(=O)NC)nc2onc(C)c2c1=N,-3
CCN(C(=O)c1cccc(NC(=O)CSc2nncn2C)c1)c1ccccc1,-5
CC(NC(=O)CSc1n[nH]c(N)n1)C1CC2CCC1C2 (stereo unspecified),-4

In the list so far, four have a CF3 group:
SMILES,hcGAS lum
O=C(CCC(=O)NC(c1cccnc1)C(F)(F)F)NC1CCCC1 (stereo unspecified),-1
CN(Cc1ccccc1)C(=O)CCC1CCN(C(=O)CCC(F)(F)F)CC1,7
CC(ON=C1CCN(C(=O)Nc2ccccc2)CC1)C(=O)NCC(F)(F)F (stereo unspecified),-10
CCOC(=O)C1=C2N3CCCCCC3=NN2C(=O)NC1(c1ccccc1)C(F)(F)F (stereo unspecified),-9

Further results
SMILES,hcGAS lum
CC(C)=CC(=O)NCC1CCN(Cc2[nH]c3ccc(C)cc3c2C)C1 (stereo unspecified),-5
COc1ccc(NC2CCCN(C(=O)c3cnc(-c4cccnc4)nc3)C2)cc1 (stereo unspecified),-9
CCCc1cc(CNC(=O)c2cc(-c3cccs3)nn2C)on1,-7
COc1cccc(NC(=O)CCC2CCN(Cc3ccc(OC(C)C)c(CO)c3)CC2)c1,-4
CCOC(=O)c1nnn(Cc2ccc(C)cc2)c1NC(=O)CN1CCN(Cc2ccccc2)CC1,-8

Screening data from PubChem.
